# SSB-PriA inh = inhibitors of Klebsiella pneumoniae PriA binding to SSB C-terminal tail, primary screen, biochemical, AlphaScreen | PriA–SSB C-terminal tail interaction (Klebsiella pneumoniae) | AlphaScreen SSBct-PriA binding, biotinylated peptide | inhibition, % at 33 µM | hit rate 0.6% among 430,000; in the data active = inhibition mostly above about 37%, no sharp cut-off; inactive = mostly below about 20%;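 note: plate controls were negative control peptide for no effect and reference peptide for full effect; strong numbers were not always called active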
# BH1578 lux ind = inducers of Vibrio cholerae quorum light production without autoinducers, primary screen, BH1578 luxS cqsA deficient, single point | V. cholerae BH1578 lux reporter, luminescence, 6 h | activation, % at 18.7 µM | hit rate 0.16% among 350,000 | AID 588436, 2011; in the data active = activation mostly above about 9.7%, no sharp cut-off; note: not every result past the cut was called active; inactives centre near 0; reference of the scale not given here
# Anthrax LF inh2 = Bacillus anthracis LF protease inhibitors, primary screen, biochemical, multiplex microsphere, MLPCN library | AID 588501, 2011 | Lethal factor (Bacillus anthracis), P15917 | multiplex microsphere protease cleavage assay | inhibition, % at 10 µM | hit rate 0.12% among 360,000; note: plate controls were buffer without enzyme for full effect and enzyme alone for no effect
# Target sequence (P15917 whole entry, looked up): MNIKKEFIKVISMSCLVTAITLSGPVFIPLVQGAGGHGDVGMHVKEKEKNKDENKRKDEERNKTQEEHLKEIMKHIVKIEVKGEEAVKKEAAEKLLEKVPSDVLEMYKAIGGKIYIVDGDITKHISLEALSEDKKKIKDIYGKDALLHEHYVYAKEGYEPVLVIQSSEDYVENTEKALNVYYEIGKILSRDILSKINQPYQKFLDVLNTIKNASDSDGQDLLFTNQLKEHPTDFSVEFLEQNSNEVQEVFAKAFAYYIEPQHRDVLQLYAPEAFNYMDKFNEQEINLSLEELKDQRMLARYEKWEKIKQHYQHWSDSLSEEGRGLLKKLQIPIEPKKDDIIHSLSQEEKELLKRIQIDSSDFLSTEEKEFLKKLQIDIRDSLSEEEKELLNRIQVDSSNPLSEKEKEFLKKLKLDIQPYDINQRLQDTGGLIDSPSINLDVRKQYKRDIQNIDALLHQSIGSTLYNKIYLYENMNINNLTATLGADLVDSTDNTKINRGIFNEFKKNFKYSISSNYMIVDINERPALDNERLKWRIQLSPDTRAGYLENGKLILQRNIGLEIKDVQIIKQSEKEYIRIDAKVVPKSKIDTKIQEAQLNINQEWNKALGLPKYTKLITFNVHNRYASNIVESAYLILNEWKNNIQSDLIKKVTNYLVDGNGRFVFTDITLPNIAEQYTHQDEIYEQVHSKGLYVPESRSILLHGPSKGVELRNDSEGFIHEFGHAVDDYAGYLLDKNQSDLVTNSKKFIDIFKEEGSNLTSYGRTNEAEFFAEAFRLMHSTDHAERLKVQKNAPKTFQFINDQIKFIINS
# Yp Topo-I inh = Yersinia pestis topoisomerase I inhibitors, primary screen, biochemical, cleavage product accumulation, plate reader, single point; Y. pestis Topo-I cleavage product accumulation; activity, % at 10 µM; hit rate 0.064% among 360,000; in the data active = activity above about 50%, passing the limit was not always enough; note: inactives centre near 2
# BoNT A protease = BoNT/A light chain protease inhibitors, primary screen, biochemical, flow cytometry, MLPCN library; multiplex microsphere protease substrate cleavage; inhibition, % at 10 µM; hit rate 0.17% among 360,000; note: plate controls were buffer without enzyme for full effect and enzyme alone for no effect
# TcdB GH inh = TcdB glycohydrolase inhibitors, primary screen, biochemical, single point, plate reader; hit rate 0.24% among 350,000; TcdB glycohydrolase enzymatic assay; Toxin B (Clostridioides difficile), P18177; inhibition, % at 9.99 µM; in the data active = inhibition above about 10%
# PrPC surface inh = inhibitors of human cell surface prion protein PrPC, primary screen, cell-based, TR-FRET | AID 720596, 2013 | inhibition, % at 13.8 µM | hit rate 0.43% among 370,000 | Major prion protein (Homo sapiens), P04156 | TR-FRET read-out; in the data active = inhibition above about 24%; note: 0% = median of the test wells and 100% = reference compound wells
# 3CLpro inhibitor = SARS-CoV 3CLpro protease inhibitors, primary screen, biochemical, quenched FRET | hit rate 0.14% among 290,000 | AID 1706, 2009 | inhibition, % at 6 µM | recombinant SARS-CoV 3CLpro, quenched FRET peptide cleavage | Replicase polyprotein 1ab (Severe acute respiratory syndrome coronavirus), P0C6X7; in the data active = inhibition above about 12%
# PfHsp40 yeast = rescue of yeast from PfHsp40 toxicity, primary screen, S. cerevisiae, ATP luminescence | S. cerevisiae expressing PfHsp40, growth rescue | growth rescue, % at 12.5 µM | hit rate 0.68% among 340,000 | AID 504582, 2011; in the data active = growth rescue above about 28%, passing the limit was not always enough;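 note: yeast W303a lacking pdr1 and pdr3 grown in galactose medium; growth measured after three days at 30 °C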
# Active calls of the source: *; i = inactive; nt = not tested or not shown. Cut-off read from the data, not from the text of the source, unless noted: active = inhibition above about 30%; inconclusive = no clear call, values can overlap the other calls; inactive = below that. Some of the compounds tested, so the mix of outcomes need not match the whole.
SMILES,SSB-PriA inh,BH1578 lux ind,Anthrax LF inh2,Yp Topo-I inh,BoNT A protease,TcdB GH inh,PrPC surface inh,3CLpro inhibitor,PfHsp40 yeast
CCOC(=O)c1cnc2c(OC)cccc2c1N1CCN(c2ccccc2OC)CC1,10,-0.9,-8,15,0.4,nt,-6,1,0.6
CCOC(=O)c1c(NC(=O)c2c(Br)cnn2C)c(C#N)nn1-c1ccccc1,-1,1.4,-6,6,-1.0,0.8,3,0,-0.6
CCOc1ccc(C(=O)COC(=O)c2cc(=O)[nH]c3ccccc23)cc1,2,-0.7,1,19,7.0,0.3,3,nt,nt
CC(=O)OC(C(=O)NC1CCCCC1)c1ccccc1 (stereo not drawn),-8,-0.3,-5,4,-0.1,nt,-2,4,-1.5
Cc1ccnc(SC2CC(=O)N(c3ccc(Cl)cc3)C2=O)n1 (stereo not drawn),2,i,-4,2,1.2,0.8,-1,-1,-0.8
O=[N+]([O-])c1cccc(CSc2cccc[n+]2[O-])c1,-8,nt,-3,4,-0.1,-1.4,-24,-1,-1.7
O=C(OCC(=O)c1c[nH]c2ccccc12)c1cccc(S(=O)(=O)N2CCCCCC2)c1,1,i,0,-4,1.1,0.3,8,1,-0.2
Cc1ccc(C)c(N2CCN(c3ncnc4c3cnn4-c3ccccc3)CC2)c1,8,-0.2,-6,4,-0.4,2.2,-8,4,4.0
NC1=NC[C@@H](Cc2ccc(O)cc2)N1CCc1cccc(F)c1,5,-3.7,3,-7,0.6,1.3,-3,nt,0.1
OC1CCN(c2cc(-c3ccccc3)nc3cc(-c4ccc(F)cc4)nn23)CC1,-2,i,-1,-8,0.0,2.2,-2,-1,0.7
O=C(c1ccc2c(=O)n(C3CCCC3)c(=S)[nH]c2c1)N1CCN(C2CCCCC2)CC1,-11,nt,-8,8,-0.9,nt,6,1,-1.2
COc1ccc(NC(=O)C(NC(=O)c2ccccc2)C(C)C)cc1 (stereo not drawn),-2,-0.4,-6,-7,0.4,nt,-1,3,3.4
Cc1ccc(C(C)C)c(OCCCCCN2CCOCC2)c1,2,-0.9,1,22,-0.4,3.0,9,3,0.5
O=C(/C=C/c1cccc(C(F)(F)F)c1)NNC(=O)c1ccncc1,-17,-1.7,-2,4,3.5,0.9,-8,nt,5.3
Cc1ccc(P(=O)(c2ccc(C)cc2)[C@@H](NC(c2ccccc2)c2ccccc2)c2ccccc2)cc1,nt,nt,-2,nt,-0.7,0.8,5,nt,nt
Cn1nnc2cc(C(=O)N3CCN(c4ccccn4)CC3)ccc21,-1,-0.2,9,1,-4.5,0.7,0,-2,0.7
Cc1cc(C)n2nc(SCCOc3ccc(F)cc3)nc2n1,1,i,-6,17,-0.5,0.7,4,1,-0.5
O=C(O)COc1ccc(NC(=O)c2ccc(NC(=O)c3ccco3)cc2)cc1,-3,-0.3,-3,-10,-0.5,-0.9,8,1,-1.1
CC(C)(Oc1ccc(Cl)cc1)C(=O)NC1=NN(c2ccccc2)C(=O)C1,-3,-0.4,0,-4,-0.1,nt,0,5,1.0
CNS(=O)(=O)c1ccc(N=Cc2c(O)n(-c3ccc(C)cc3)c(=O)[nH]c2=O)cc1,-5,-3.1,0,15,-0.1,0.8,-2,4,0.1
COC(=O)C(CO)Nc1ncnc2onc(-c3ccc(F)cc3)c12 (stereo not drawn),12,i,-5,13,-0.1,0.4,1,3,0.6
CCOc1ccc(N2CC(C(=O)N3CCN(c4ccccn4)CC3)CC2=O)cc1 (stereo not drawn),-11,i,5,-1,1.7,-0.4,-3,nt,nt
O=C(N/C(=C/c1cccs1)C(=O)N1CCCCCC1)c1ccccc1,-6,i,2,16,0.1,nt,-10,4,0.8
O=c1/c(=C/c2ccc(O)c([N+](=O)[O-])c2)sc2nc3ccccc3n12,nt,-0.2,0,3,-0.5,0.7,4,6,0.3
Nc1cccc(Oc2ccc3c(c2)C(=O)N(CCO)C3=O)c1,3,0.7,-1,-2,-2.3,-1.1,0,nt,13
SMILES,SSB-PriA inh,BH1578 lux ind,Anthrax LF inh2,Yp Topo-I inh,BoNT A protease,TcdB GH inh,PrPC surface inh,3CLpro inhibitor,PfHsp40 yeast
CN(Cc1nc(-c2cnccn2)no1)CC(O)c1ccccc1 (stereo not drawn),-13,-0.1,1,5,0.4,1.2,-7,0,-0.4
C/C(=N\NC(=O)c1ccc(C)cc1)c1c(C)[nH]n(-c2ccccc2)c1=O,nt,-0.8,-9,-1,-2.3,-5.9,4,3,9.5
O=C(NC1CC1)c1ccc(CSCc2cccc(F)c2)o1,-22,nt,-8,11,-0.7,-9.7,10,2,-0.5
COc1ccc(S(=O)(=O)Nc2ccccc2C(=O)Nc2nc(-c3ccc(F)cc3)cs2)cc1OC,-11,-0.2,-1,16,0.3,nt,11,1,0.5
COc1ccc(S(=O)(=O)Cc2ccc(C(=O)N3CCCC3)o2)cc1,-4,-0.6,0,0,-0.9,1.0,-6,0,-1.8
COc1ccc(N2C[C@H](Cc3ccccc3)[C@@H](CC(=O)Nc3ccccc3)C2=O)cc1,nt,i,-6,19,-0.7,0.0,-5,nt,nt
Cc1ccc(CC(NC(=O)c2ccc(C)cc2)C(=O)O)cc1 (stereo not drawn),-14,i,-4,9,-0.4,-0.5,1,nt,-1.3
COc1cccc(C(=O)NN2C(=O)C3C4C=CC(O4)C3C2=O)c1 (stereo not drawn),-25,0.5,6,2,0.7,nt,-5,0,1.9
Cc1cccc(CNC(=O)C2CCC(=O)N(C3CC3)C2)c1 (stereo not drawn),-11,-0.6,6,2,2.6,1.1,-4,-3,0.1
O=C(c1ccc(Cl)c(S(=O)(=O)N2CCCC2)c1)N1CCN(c2ccc(F)cc2)CC1,3,-0.3,1,31,-0.5,1.9,-6,6,1.1
Cc1sc2ncnc(N3CCN(Cc4ccccc4)CC3)c2c1-c1ccc(F)cc1,-8,-0.5,-5,26,-1.3,-0.2,-5,-2,0.8
CC(C)(C)C(=O)NC(=S)NNC(=O)C(c1ccccc1)c1ccccc1,8,-0.9,0,4,-0.5,nt,nt,3,1.0
CCNC(=O)CN1C(=O)NC(Cc2ccccc2)(Cc2ccccc2)C1=O,-13,-0.5,-2,4,-0.2,0.1,4,-2,-0.6
O=C1CC[C@@H](O)CCN1CC[C@H](Sc1ccccc1)c1ccccc1,-2,-2.2,-4,10,-0.3,0.6,13,2,0.9
Cc1ccc(C(C(=O)NC2CCCC2)N(Cc2ccc3c(c2)OCO3)C(=O)Cc2cccs2)cc1 (stereo not drawn),-4,0.7,-4,9,-0.6,nt,5,2,-1.1
COc1cc(C#CC#CCN2CCCCC2)ccc1O,-6,i,-3,-5,-1.6,nt,-7,-1,-0.4
CC(=O)c1c(C(C)=O)c(C)n(-c2cccc([N+](=O)[O-])c2)c1C,-1,-0.7,1,1,1.0,nt,-3,-4,-2.1
COc1ccc(Br)cc1CNC(=O)Cc1cccs1,-16,i,6,-4,2.5,0.7,-6,1,-1.0
CCOC(=O)COc1ccc2c(=O)c(-c3ccc(OC)c(OC)c3)c(C(=O)OCC)oc2c1,-13,-0.3,-5,0,0.7,0.8,6,4,-0.9
COc1ccccc1CCNC(=O)C(=O)NCC1OCCN1S(=O)(=O)c1ccc(C)cc1 (stereo not drawn),-11,-0.4,9,36,0.0,0.6,-2,4,0.9
COc1cc2nc(C3CCC3)n(N)c(=O)c2cc1OC,-4,i,13,7,-1.3,1.6,7,2,-1.4
O=C(C1CCCN(c2nnc(-n3cccc3)s2)C1)N1CCN(c2ccccc2)CC1 (stereo not drawn),17,-0.4,3,9,-0.8,-1.0,2,-5,1.7
CC(C)c1ccc(NC(=O)CC2Oc3ccccc3NC2=O)cc1 (stereo not drawn),-3,-1.0,0,6,-2.2,0.1,3,-5,-1.2
COc1ccc(Nc2ncnc3ccc(Br)cc23)cc1OC,0,-0.5,-11,2,-11,nt,nt,-8,0.5
CCOC(=O)CNC(=O)CSc1nc2c(C)cccc2cc1CC,-1,-0.5,-1,3,0.1,-0.3,71*,3,0.3

# An excerpt from above in order of heavy-atom count, lowest first.
SMILES,SSB-PriA inh,BH1578 lux ind,Anthrax LF inh2,Yp Topo-I inh,BoNT A protease,TcdB GH inh,PrPC surface inh,3CLpro inhibitor,PfHsp40 yeast
COc1ccc(Br)cc1CNC(=O)Cc1cccs1,-16,i,6,-4,2.5,0.7,-6,1,-1.0
Cc1ccc(CC(NC(=O)c2ccc(C)cc2)C(=O)O)cc1 (stereo not drawn),-14,i,-4,9,-0.4,-0.5,1,nt,-1.3
COc1cccc(C(=O)NN2C(=O)C3C4C=CC(O4)C3C2=O)c1 (stereo not drawn),-25,0.5,6,2,0.7,nt,-5,0,1.9
CCOC(=O)CNC(=O)CSc1nc2c(C)cccc2cc1CC,-1,-0.5,-1,3,0.1,-0.3,71*,3,0.3
C/C(=N\NC(=O)c1ccc(C)cc1)c1c(C)[nH]n(-c2ccccc2)c1=O,nt,-0.8,-9,-1,-2.3,-5.9,4,3,9.5
O=C(C1CCCN(c2nnc(-n3cccc3)s2)C1)N1CCN(c2ccccc2)CC1 (stereo not drawn),17,-0.4,3,9,-0.8,-1.0,2,-5,1.7
COc1ccc(N2C[C@H](Cc3ccccc3)[C@@H](CC(=O)Nc3ccccc3)C2=O)cc1,nt,i,-6,19,-0.7,0.0,-5,nt,nt
COc1ccccc1CCNC(=O)C(=O)NCC1OCCN1S(=O)(=O)c1ccc(C)cc1 (stereo not drawn),-11,-0.4,9,36,0.0,0.6,-2,4,0.9
CCOC(=O)COc1ccc2c(=O)c(-c3ccc(OC)c(OC)c3)c(C(=O)OCC)oc2c1,-13,-0.3,-5,0,0.7,0.8,6,4,-0.9
Cc1ccc(C(C(=O)NC2CCCC2)N(Cc2ccc3c(c2)OCO3)C(=O)Cc2cccs2)cc1 (stereo not drawn),-4,0.7,-4,9,-0.6,nt,5,2,-1.1

# Additional results:
SMILES,SSB-PriA inh,BH1578 lux ind,Anthrax LF inh2,Yp Topo-I inh,BoNT A protease,TcdB GH inh,PrPC surface inh,3CLpro inhibitor,PfHsp40 yeast
CC(C)c1ccc2nc(NC(=O)C3CC3)sc2c1,-2,i,2,4,0.3,4.1,5,1,6.7
O=[N+]([O-])c1cc([N+](=O)[O-])c(Oc2c(F)cccc2F)cc1NN1CCCCC1,-15,0.3,-1,2,-0.1,-0.8,-3,0,0.3
Cc1cc(S(=O)(=O)NCCc2ccncc2)cc(C)c1F,-8,-0.8,nt,1,nt,2.1,1,nt,-1.1
O=C(NCc1ccccn1)Nc1ccccc1Cl,-21,i,-1,6,0.6,0.4,6,3,2.9
CC(C)n1nnnc1SCC(=O)Nc1ccc2c(c1)OCO2,-7,-0.3,-3,-1,0.2,nt,2,2,1.3
CCc1ccc(C(=O)CC2(O)C(=O)N(CN3CCOCC3)c3ccccc32)cc1 (stereo not drawn),-14,i,0,-9,0.8,nt,6,0,-0.1
COc1ccc(NC(=O)c2oc3ccccc3c2CSC)cc1S(=O)(=O)N1CCOCC1,-2,-0.8,-4,1,0.1,0.0,-7,nt,-0.6
CCOP(=O)(OCC)c1cccc(P(=O)(c2ccccc2)c2ccccc2)c1O,-5,-0.3,-3,11,-0.9,8.7,9,1,2.8
CCOC(=O)C1(C)NC(c2ccc(OC)cc2OC)C2C(=O)N(CC)C(=O)C21 (stereo not drawn),-11,-3.1,0,-7,-0.9,0.8,-5,3,0.2
